From PubChem BioAssay
SR-BI DiI-HDL act = enhances SR-BI lipid uptake from DiI-HDL | CHO ldlA[mSR-BI] cells, DiI-HDL uptake fluorescence, 3 h; 100 = double the neutral-control signal | activation, % at 12.5 µM | actives 0.096% (n = 320,000) | AID 504775;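 active = mean replicate activation of at least 60% and every replicate at or above 60%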;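 note: 0% = median plate neutral-control signal and 100% = twice that signal; values of inactives mirror those of a sister screen read the other way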
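Assay system: CHO ldlA[mSR-BI] cells, LDL receptor-null, SR-BI overexpressing; medium: Ham's F12 with 0.5% BSA, HEPES 25 mM, pH 7.4; also added: DiI-HDL 10 µg/mL; timing: 3 h uptake period with compound, 37 °C; signal: DiI fluorescence, bottom read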
Rtt109 HAT inh = C. albicans Rtt109 histone acetyltransferase inhibition; purified Rtt109/Vps75, ThioGlo CoA-SH fluorescence, 4 h; AID 540336; actives 0.16% (n = 330,000); inhibition, % at 34.9 µM; Q5AAJ8;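 active = inhibition of at least 50% in every replicate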
Target sequence (Q5AAJ8 whole entry, looked up): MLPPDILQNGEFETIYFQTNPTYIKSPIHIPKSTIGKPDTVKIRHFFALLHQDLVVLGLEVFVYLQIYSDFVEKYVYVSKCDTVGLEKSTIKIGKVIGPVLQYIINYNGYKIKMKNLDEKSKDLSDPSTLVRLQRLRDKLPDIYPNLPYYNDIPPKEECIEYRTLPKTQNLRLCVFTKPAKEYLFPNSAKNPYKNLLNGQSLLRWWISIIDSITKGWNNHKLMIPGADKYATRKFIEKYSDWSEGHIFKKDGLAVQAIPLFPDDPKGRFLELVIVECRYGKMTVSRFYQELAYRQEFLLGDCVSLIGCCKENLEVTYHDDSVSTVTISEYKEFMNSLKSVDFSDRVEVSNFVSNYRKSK
PvdQ acylase = blocks Pseudomonas aeruginosa PvdQ acylase activity; purified PvdQ acylase, fluorescence plate reader; actives 0.063% (n = 340,000); AID 488965; inhibition, % at 10 µM; in the data active = inhibition above about 30%, passing the limit was not always enough;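 note: 0% = vehicle neutral wells and 100% = reference inhibitor wells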
NSD2 inh = inhibitors of human histone methyltransferase NSD2; NSD2 peptide methylation, AlphaScreen, 120 min; actives 0.54% (n = 310,000); inhibition, % at 12.5 µM; O96028; in the data active = inhibition above about 50%
CAL PDZ FP-1 = blocks peptide binding to the human CAL PDZ domain. purified CAL PDZ, TMR-peptide fluorescence polarization, 1 h. inhibition, % at 24.9 µM. actives 0.92% (n = 300,000). AID 602252;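 active = mean inhibition of at least 30% with at least half of replicates also reaching 30%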;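 note: 0% = DMSO neutral control and 100% = excess unlabeled competitor peptide PRC23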
CAL PDZ FP-2 = inhibitors of human CAL PDZ peptide binding; Q9HD26; purified CAL PDZ, TMR-peptide fluorescence polarization, 1 h; inhibition, % at 20 µM; actives 0.02% (n = 330,000); AID 504414;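 active = highest replicate inhibition of at least 40%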;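 note: plate controls were DMSO neutral control wells for no effect and unlabeled competitor peptide control wells for full effect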
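material = purified tagged CAL PDZ domain construct (CerCALP) | buffer or medium = sodium phosphate/NaCl buffer pH 7.4 with TCEP, IgG, Thesit | reagent = TMR-labelled reporter peptide T*-PRC34 bound in PDZ groove | incubation = 1 h room-temperature incubation prior to read | measured by = fluorescence polarization (mP) | evaluation = percent inhibition from loss of millipolarization | control set = unlabelled peptide and DMSO controls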
PfHsp90 yeast 2 = inhibits growth of yeast expressing Plasmodium falciparum Hsp90 | S. cerevisiae expressing PfHsp90, BacTiter-Glo ATP, 48 h; yeast lacking PDR1 and PDR3 efflux regulators | inhibition, % at 9.4 µM | actives 0.32% (n = 310,000);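 active = every replicate shows inhibition above about 80%, whatever the replicate mean, limit read from the data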;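 note: 0% = DMSO neutral controls and 100% = 20 µM radicicol positive controls; yeast relying on Plasmodium falciparum Hsp90 in place of its own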
MITF act = increases MITF-driven TRPM1 promoter luciferase signal. actives 0.75% (n = 300,000). AID 588334. SK-MEL-5 TRPM1-promoter luciferase, 24 h; % of positive control, neutral wells = 0. activation, % at 12.5 µM;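 active = mean activation of at least 80% with every replicate also reaching 80%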;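 note: 0% = neutral control wells and 100% = parthenolide positive control wells; values of inactives mirror those of a sister screen read the other way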
SR-BI HDL uptake = inhibitors of mouse SR-BI mediated HDL lipid uptake | Q61009 | ldlA[mSR-BI] CHO cells, DiI-HDL uptake fluorescence, 3 h | inhibition, % at 12.5 µM | actives 0.96% (n = 320,000);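 active = mean replicate inhibition of at least 70% and a set share of replicates each scoring 70 or more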;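 note: 0% = median of neutral control wells and 100% = median of positive control wells; values of inactives mirror those of a sister screen read the other way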
dFosB act = activators of mouse delta FosB homodimer; P13346; purified delta FosB, TAMRA-CDK5 oligo fluorescence polarization; percent of positive-control signal above neutral wells; activation, % at 25 µM; actives 0.99% (n = 340,000); AID 493131;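 active = mean activation above about 17%, with every replicate also reaching it, limit read from the data, passing the limit was not always enough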;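 note: fluorescence polarization rise as delta FosB binds a TAMRA Cdk5 AP-1 oligo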
Target sequence (P13346 whole entry, looked up): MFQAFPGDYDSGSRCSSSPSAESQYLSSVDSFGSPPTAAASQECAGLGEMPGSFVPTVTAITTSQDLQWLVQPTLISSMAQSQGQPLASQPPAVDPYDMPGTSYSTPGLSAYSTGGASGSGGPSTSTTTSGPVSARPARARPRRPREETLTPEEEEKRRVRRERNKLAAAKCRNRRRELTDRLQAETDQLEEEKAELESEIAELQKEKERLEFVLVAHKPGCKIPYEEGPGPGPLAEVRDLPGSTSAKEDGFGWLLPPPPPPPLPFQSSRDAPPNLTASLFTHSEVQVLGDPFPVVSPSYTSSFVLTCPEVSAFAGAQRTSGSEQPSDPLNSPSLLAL
Active calls of the source: *; . = not tested or not shown. This is a random part of the collection; overall some 4.3% were active at least once.

SMILES	SR-BI DiI-HDL act	Rtt109 HAT inh	PvdQ acylase	NSD2 inh	CAL PDZ FP-1	CAL PDZ FP-2	PfHsp90 yeast 2	MITF act	SR-BI HDL uptake	dFosB act
O=C(NCc1ccccc1)C(c1ccccc1)N(Cc1ccc2c(c1)OCO2)C(=O)Cc1cccs1 (stereo unspecified)	-5	-3	-5	1	-3	-0.9	16	-1	5	8
COc1ccc(CNC(=O)c2cccc(C)c2[N+](=O)[O-])cc1	25	0	-9	2	-5	-1.3	-2	8	-25	-3
COc1ccc(Cl)cc1NC(=O)CCc1ccccc1	-32	-3	6	0	-4	0.4	-14	5	32	-3
O=C(OCC(=O)C12CC3CC(CC(C3)C1)C2)c1ccc(O)cc1	3	1	3	-1	.	-1.3	99*	23	-3	-12
Cc1cccc(CCN2C(N(C)C)=NC[C@@H]2CC(C)C)c1	-1	0	-1	.	-1	-0.3	-12	-1	-1	0
Cc1cccc(NC(=O)CN2C(=O)N/C(=C\c3ccccc3OCc3ccc(C(=O)O)cc3)C2=O)c1	0	3	5	0	-4	-1.6	-10	6	0	-14
O=C(CSc1nnc2c(n1)[nH]c1ccccc12)Nc1cccc(S(=O)(=O)N2CCOCC2)c1	-57	-6	-3	3	-3	-0.8	4	-7	57	3
CCc1nnc(NC(=O)CSc2nc(N)c(NC(=O)c3ccc(OC)cc3)c(=O)[nH]2)s1	-1	1	-8	.	2	-2.1	12	2	1	48*
CCOC(=O)c1c(NC(=O)CN2CCN(C(=O)c3ccco3)CC2)sc(C(N)=O)c1C	0	-4	-1	0	3	-1.6	-29	11	0	-11
O=C(CN1CCN(c2cccc(Cl)c2)CC1)Nc1ccc([N+](=O)[O-])cc1C(=O)Nc1ccccc1F	-28	-1	-9	-3	-1	-0.2	-17	5	28	-2
O=C(C(Cc1ccccc1)N1C(=O)C2C3CCC(C3)C2C1=O)N1CCCCC1 (stereo unspecified)	26	1	-1	1	2	-0.6	-2	-4	-26	2
CC(C)NC(=O)CN1C(=O)CSc2ccc(S(=O)(=O)N3CCCC3)cc21	9	2	-1	0	-4	-1.0	2	2	-9	-7
CC(=O)N(C)c1ccc(NC(=O)c2cnn(C)c2)cc1	17	-2	-2	1	-3	0.2	-2	-2	-16	9
COc1ccc(CNC(=O)CN2C(=O)C(c3ccccc3)Oc3cccnc32)cc1 (stereo unspecified)	-8	6	14	.	.	-1.8	-2	.	8	-5
COc1ccc(NC(=O)C2CCCNC2)cc1OCC(C)C (stereo unspecified)	-55	-10	-18	-3	-1	-2.2	7	11	55	-5
CC(=O)Nc1cccc(NC(C)=O)n1	-6	3	-8	1	-1	-1.6	4	19	6	0
Cc1nc(N/N=C/c2ccc(Br)cc2)cc(N2CCOCC2)n1	-11	-1	-18	-1	-6	1.6	-42	-4	11	-5
CCCCCc1cc(=O)oc2c(C(CCN(CC)CC)c3ccc(N(C)C)cc3)c(OC)cc(OC)c12 (stereo unspecified)	8	-18	16	.	3	0.7	-8	-88	-8	2
C/C(=N\NC(=O)CN(c1ccc(C)cc1)S(C)(=O)=O)c1cccs1	-2	1	-6	0	1	-2.3	14	-2	2	0
O=C(Nc1cccc(F)c1)C1C2C=CC3(CN(CCCN4CCOCC4)C(=O)C13)O2 (stereo unspecified)	9	-5	-4	.	4	-0.7	-3	12	-9	8
O=C(OCC(=O)N1CCN(C(=O)c2ccco2)CC1)c1cc(-c2cccc(Br)c2)nc2ccccc12	-24	-1	2	-1	-2	-1.6	100*	12	24	-11
CN(C(=O)c1cccc(NC(=O)Cc2ccc(NC(=O)C3CCCN(C(=O)C4CC4)C3)cc2)c1)C1CCCC1 (stereo unspecified)	-62	-1	-17	.	-7	-0.7	15	-1	62	3
CC(C)N(CCCNC(=O)C1CCN(C(=O)c2cc3sccc3n2C)CC1)Cc1ccccc1	.	27	10	10	-4	-2.5	-22	0	5	-7
O=C(c1cc2cc3ccc(Cl)cc3nc2o1)N1CCN(Cc2ccc3c(c2)OCO3)CC1	-4	-3	-23	36	1	0.0	26	0	4	3
Cc1nnc2ccc(-c3ccc(NS(=O)(=O)c4ccccc4[N+](=O)[O-])cc3)nn12	7	-12	4	3	-1	0.8	-15	1	-7	-3
O=C(CN1CCN(CC(=O)Nc2ccccc2Cl)CC1)NCC1(N2CCOCC2)CCCCC1	-19	4	-14	-3	-1	0.5	.	4	19	-4
COc1ccc(OC)c(-n2nnnc2SCC(=O)Nc2ccccc2N2CCOCC2)c1	-12	6	7	-1	-4	-1.8	20	5	12	-1
COc1ccc(C(=O)c2sc(Nc3ccc(NC(C)=O)cc3)nc2C)cc1	-17	7	-4	-5	1	1.1	-2	.	17	-2
CCOC(=O)c1sc(NC(=O)c2c(C)nn(Cc3ccccc3)c2C)cc1C	-82	5	-9	-7	4	-2.7	19	11	82*	-18
N#CC1CCN(c2ncccc2[N+](=O)[O-])CC1	9	-4	-10	0	.	0.2	-4	.	-9	-1
CCOC(=O)CSc1nc2c(c(=O)[nH]c(=O)n2C)n1Cc1ccccc1	-1	.	4	-7	2	1.2	-5	.	1	1
Cn1nnnc1SCc1ccccc1F	30	0	-10	-4	-7	0.3	16	-2	-30	-4
COc1ccc(-c2ccc(C)cc2)cc1[C@H]1[C@H]2C=CC[C@@H](C)[C@@H]2C(=O)N1Cc1ccccc1	-22	-13	-5	.	-1	-0.5	14	0	22	-3
O=C(NC1=NN(c2ccccc2)CC1)Nc1ccccc1F	-54	0	1	-3	6	-0.3	24	27	54	-13
CCCCCCCCC(=O)NNC(=O)c1c(O)c2ccccc2n(CCC)c1=O	5	-8	-18	6	-2	-0.9	3	-1	-5	-8
COCCNCCCCOc1ccc(Br)cc1C	3	.	7	7	-3	-2.5	-3	3	-3	-5
CN(C)c1nc(OCCOC(=O)c2ccccc2)nc(N(C)C)n1	-5	10	-19	-2	-4	-0.1	-45	.	5	1
N=C1C(c2ccccc2)=C(O)CN1c1cccc(S(=O)(=O)N2CCOCC2)c1	25	-20	2	-2	10	-0.4	0	-12	-25	-2
COc1ccc(C)cc1S(=O)(=O)N1CCC(C(=O)NCCc2ccccc2)CC1	-10	3	-7	-2	1	-2.1	22	5	10	-9
COc1ccccc1CCCNC(=O)C1CCC(=O)N(CCN2CCOCC2)C1 (stereo unspecified)	28	-3	-5	-1	-15	-1.3	13	1	-28	-3

Reprinted at random: 3 compounds from above
SMILES	SR-BI DiI-HDL act	Rtt109 HAT inh	PvdQ acylase	NSD2 inh	CAL PDZ FP-1	CAL PDZ FP-2	PfHsp90 yeast 2	MITF act	SR-BI HDL uptake	dFosB act
COCCNCCCCOc1ccc(Br)cc1C	3	.	7	7	-3	-2.5	-3	3	-3	-5
COc1ccc(C)cc1S(=O)(=O)N1CCC(C(=O)NCCc2ccccc2)CC1	-10	3	-7	-2	1	-2.1	22	5	10	-9
N=C1C(c2ccccc2)=C(O)CN1c1cccc(S(=O)(=O)N2CCOCC2)c1	25	-20	2	-2	10	-0.4	0	-12	-25	-2

dFosB act, hit marks shown above
SMILES	SR-BI DiI-HDL act	Rtt109 HAT inh	PvdQ acylase	NSD2 inh	CAL PDZ FP-1	CAL PDZ FP-2	PfHsp90 yeast 2	MITF act	SR-BI HDL uptake	dFosB act
CCc1nnc(NC(=O)CSc2nc(N)c(NC(=O)c3ccc(OC)cc3)c(=O)[nH]2)s1	-1	1	-8	.	2	-2.1	12	2	1	48*

More entries follow.
SMILES	SR-BI DiI-HDL act	Rtt109 HAT inh	PvdQ acylase	NSD2 inh	CAL PDZ FP-1	CAL PDZ FP-2	PfHsp90 yeast 2	MITF act	SR-BI HDL uptake	dFosB act
CN(NC(=O)COc1ccccc1)c1ccccc1	6	-2	-11	0	-4	0.0	10	1	-6	-1
COc1ccc(C(=O)Nc2ccc(Cl)cc2C(=O)NCc2ccco2)cc1OC	-19	8	-7	-1	-1	-7.8	-20	16	19	-20
Cc1ccc(C)c(NC(=O)COC(=O)CNC(=O)C2CCCCC2)c1	20	-1	-11	-4	3	-0.7	5	2	-20	7
COc1ccc(NC(=O)c2cnn(-c3ccccc3)c2C)cc1OC	-3	-7	-9	3	-2	-0.6	22	33	3	-6
CCCn1c(C(C)Nc2nc(-c3ccc(OC)cc3)cs2)nc2ccccc21 (stereo unspecified)	-18	2	-6	.	-3	0.5	-8	-10	18	8
CCCn1nc(NS(=O)(=O)c2cccc3nonc23)c2cc3cc(C)ccc3nc21	8	29	16	30	0	-2.9	22	-7	-8	-14
C[C@@H]1CN([C@@H](C)CO)C(=O)c2cccc(NC(=O)c3nc4ccccc4s3)c2O[C@@H]1CN(C)CC1CC1	5	2	-7	.	-2	-1.6	9	0	-5	-12
CCc1cc(C(=O)NCCN(C)C)cs1	13	-8	-17	4	-1	-1.0	-4	-11	-13	-7
N#CC1CN(Cc2ccccc2)CN(Cc2ccccc2)C1	-10	1	-15	-2	.	0.1	3	-3	10	0
CCOc1cc(-c2sc(Nc3cc(C)ccc3OC)n[n+]2-c2ccccc2)ccc1OC	-3	-1	-21	.	-2	-0.4	33	-8	3	1
COc1ccc(C2=CC(=O)C[C@H](c3ccc(OC)c(OC)c3)C2)cc1	-40	-1	-8	.	0	0.0	.	-7	40	-10
COCCOC(=O)c1c(C)oc2ccc(OC(=O)COc3c(F)c(F)c(F)c(F)c3F)cc12	1	3	-6	0	.	-0.2	.	-1	-1	4

Record cards, from the list above:
Results for `CCc1cc(C(=O)NCCN(C)C)cs1` : SR-BI DiI-HDL act: 13; Rtt109 HAT inh: -8; PvdQ acylase: -17; NSD2 inh: 4; CAL PDZ FP-1: -1; CAL PDZ FP-2: -1.0; PfHsp90 yeast 2: -4; MITF act: -11; SR-BI HDL uptake: -13; dFosB act: -7
Results for `CN(NC(=O)COc1ccccc1)c1ccccc1` : SR-BI DiI-HDL act: 6; Rtt109 HAT inh: -2; PvdQ acylase: -11; NSD2 inh: 0; CAL PDZ FP-1: -4; CAL PDZ FP-2: 0.0; PfHsp90 yeast 2: 10; MITF act: 1; SR-BI HDL uptake: -6; dFosB act: -1
Results for `CCCn1nc(NS(=O)(=O)c2cccc3nonc23)c2cc3cc(C)ccc3nc21` : SR-BI DiI-HDL act: 8; Rtt109 HAT inh: 29; PvdQ acylase: 16; NSD2 inh: 30; CAL PDZ FP-1: 0; CAL PDZ FP-2: -2.9; PfHsp90 yeast 2: 22; MITF act: -7; SR-BI HDL uptake: -8; dFosB act: -14
